Screening results: PubChem BioAssay, National Center for Advancing Translational Sciences (NCATS)
TRHR enhancer = allosterically enhances the human TRH receptor. P34981. 360,000 tested, 0.66% active. AID 493056. TRHR cells, fluo-8 calcium fluorescence, EC20 TRH enhancement. enhancement, % at 2 µM; in the data active = enhancement above about 30%; note: 0% is about no effect
Target sequence (P34981 whole entry, looked up): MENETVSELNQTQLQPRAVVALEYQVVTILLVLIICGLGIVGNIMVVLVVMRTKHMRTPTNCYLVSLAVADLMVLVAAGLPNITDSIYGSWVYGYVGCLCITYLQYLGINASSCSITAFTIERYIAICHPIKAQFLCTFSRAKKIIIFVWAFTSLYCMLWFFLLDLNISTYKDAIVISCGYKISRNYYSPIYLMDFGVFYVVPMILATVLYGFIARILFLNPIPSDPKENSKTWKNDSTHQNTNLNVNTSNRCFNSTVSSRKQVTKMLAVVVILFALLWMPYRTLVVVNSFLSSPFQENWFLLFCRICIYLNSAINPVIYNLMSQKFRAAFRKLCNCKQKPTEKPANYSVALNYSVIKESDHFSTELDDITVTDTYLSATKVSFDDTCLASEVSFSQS
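TRHR-expressing cells loaded with fluo-8 calcium dye were read kinetically (ex 480/em 530) during compound addition, then stimulated with an EC20 of TRH (10 nM final). Enhancement of the Gq-mediated intracellular calcium response was scored.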
D2 agonist = activates the human D2 dopamine receptor. activation, % at 2 µM. P14416. 340,000 tested, 0.53% active. HEK293 T-REx D2 cells, calcium flux agonist mode. AID 485358;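 active = activation over 3 SD above normal in the single-dose calcium agonist read, cut at about 30% in these data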; note: 0% is about no effect
Target sequence (P14416 whole entry, looked up): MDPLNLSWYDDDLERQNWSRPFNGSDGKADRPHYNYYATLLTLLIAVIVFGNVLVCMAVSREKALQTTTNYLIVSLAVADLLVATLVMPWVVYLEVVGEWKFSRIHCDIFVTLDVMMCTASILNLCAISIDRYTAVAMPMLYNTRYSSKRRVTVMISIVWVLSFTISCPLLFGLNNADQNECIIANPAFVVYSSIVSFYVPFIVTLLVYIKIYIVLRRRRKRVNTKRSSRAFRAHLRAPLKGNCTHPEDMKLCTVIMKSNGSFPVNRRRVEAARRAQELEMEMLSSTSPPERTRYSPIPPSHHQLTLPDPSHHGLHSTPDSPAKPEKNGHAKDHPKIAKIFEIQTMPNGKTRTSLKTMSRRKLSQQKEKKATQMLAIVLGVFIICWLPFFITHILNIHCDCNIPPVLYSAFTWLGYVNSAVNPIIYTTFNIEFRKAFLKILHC
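Tetracycline-induced HEK293 T-REx cells with force-coupled D2 receptor, plated overnight at 30 C, loaded with no-wash calcium dye. After a 10 s baseline, compound was pin-added and calcium flux read kinetically for 180 s; calcium rises flagged agonists.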
IDH1 R132H inh = inhibitors of human mutant IDH1 R132H; IDH1-R132H enzyme, NADPH consumption, diaphorase/resazurin fluorescence; O75874; Potency, µM (series often up to 76.6 µM), without a hit: top-dose activity change, negative = inhibition, hits mostly inhibitors; 390,000 tested, 0.093% active; note: potency is the fitted concentration of half-maximal effect; % is set by controls: 0 for no effect and ±100 for the full control effect; nearly all actives have a fitted effect of over 65% in size
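IDH1-R132H (0.5 ug/mL dispensed) in pH 7.5 Tris buffer was preincubated 30 min with compound, then given a substrate mix of 0.016 mM NADPH and 2 mM alpha-KG for 80 min at room temperature; remaining NADPH was read by diaphorase/resazurin fluorescence.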
rTrxR1 inhibitor = inhibitors of rat thioredoxin reductase 1. 390,000 tested, 1% active. recombinant rTrxR1, NADPH fluorescence consumption, selenite substrate. O89049. Potency, µM (titrated, usually from 114 µM), without a hit: at the top dose activity change, negative = inhibition, usual class: inhibitors; note: potency is the fitted concentration of half-maximal effect; % is set by controls: 0 for no effect and ±100 for the full control effect; nearly all actives have a fitted effect of over 65% in size
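Rat TrxR1 (90 nM in the dispensed reagent) was pre-reduced with 400 uM NADPH for 5 min at room temperature, then incubated with compound for 15 min. After 400 uM selenite was added, NADPH fluorescence (Ex 340/Em 450 nm) was followed for 8 min.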
Pin1 inhibitor = inhibitors of human Pin1 | Q13526 | Pin1 FP peptide displacement, HiFluor488, 10 min | Potency, µM (top dose mostly 115 µM), for inactives: at the top dose activity, negative = inhibition, most hits filed as inhibitors | 390,000 tested, 0.009% active; active = well fitted inhibition curve with a large enough effect in the polarisation, with a control signal flat, not every such curve was filed as active; inconclusive = small, poorly fitted or top-dose-only effect, or effect the other way, or a change in a side signal; inactive = no such curve, though single readings can be large or run the other way; the % refers to the polarisation; note: potency is the fitted concentration of half-maximal effect; % is set by controls: 0 for no effect and ±100 for the full control effect
Target sequence (Q13526 whole entry, looked up): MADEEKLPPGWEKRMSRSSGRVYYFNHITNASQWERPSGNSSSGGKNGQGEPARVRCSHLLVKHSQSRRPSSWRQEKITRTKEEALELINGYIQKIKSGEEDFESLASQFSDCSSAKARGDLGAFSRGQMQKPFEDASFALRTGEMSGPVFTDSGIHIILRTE
TrxR1 substrate = is turned over as a substrate by rat TrxR1. 390,000 tested, 0.01% active. Potency, µM (top dose mostly 114 µM), for inactives: at the top dose activity change, negative = substrate turnover. O89049. purified TrxR1 substrate turnover, NADPH consumption readout; note: potency is the fitted concentration of half-maximal effect; % is set by controls: 0 for no effect and ±100 for the full control effect; nearly all actives have a fitted effect of over 50% in size
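Rat TrxR1, dispensed at 90 nM, was prereduced with 400 uM NADPH (final) for 5 min at ~22 deg C, then incubated with compound 15 min before 400 uM selenite. A first-read NADPH fluorescence drop versus no-compound background flagged substrates.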
TRHR agonist = TRH receptor (human) agonism | P34981 | TRHR cells, calcium flux fluo-8, FDSS agonist mode | activation, % at 2 µM | 360,000 tested, 0.18% active; in the data active = activation above about 30%; note: 0% is about no effect
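Agonist-mode FDSS calcium read (Ex 480/Em 530, 1 s cycles) in 1536-well TRHR cells with fluo-8 dye, after 10-cycle baseline and 23 nL compound addition; TRH at EC20 (10 nM final) added afterwards for the enhancer phase.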
D2 antag = D2 dopamine receptor (human) antagonism; HEK293 TREx D2 cells, calcium flux, dopamine EC80; P14416; inhibition, % at 10 µM; 340,000 tested, 2% active; in the data active = inhibition above about 30%; note: 0% is about no effect
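Overnight-induced (tetracycline, 30 C) HEK293 T-REx cells carrying force-coupled D2 receive a no-wash calcium dye, then compound, then EC80 dopamine at 180 s; signals are read kinetically throughout.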
USP1 inh = USP1/UAF1 (human) deubiquitinase inhibition. Potency, µM (titrated, usually from 57.1 µM), without a hit: at the top dose activity change, negative = inhibition, most hits filed as inhibitors. recombinant USP1/UAF1, Ub-Rhodamine cleavage fluorescence. 390,000 tested, 0.23% active; note: potency is the fitted concentration of half-maximal effect; % is set by controls: 0 for no effect and ±100 for the full control effect; nearly all actives have a fitted effect of over 60% in size; inactives centre near -12
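In this screen, compounds sit with the deubiquitinase complex (1nM) for 15 min at room temperature before Ub-Rho is added at 150nM final. Fluorescence rise is then followed for 6 reads every 60 seconds.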
Active calls of the source: *; ? = inconclusive; . = not tested or not shown; & = joins results of further samples; [ ] = remark or other dose. Unless noted, calls come from the whole dose curve; as a rule, active = well fitted inhibition curve with a large enough effect; inconclusive = small, poorly fitted or top-dose-only effect; inactive = no such curve, though single readings can be large or run the other way. The list is partial; the hit share may differ from the screen's.

SMILES	TRHR enhancer	D2 agonist	IDH1 R132H inh	rTrxR1 inhibitor	Pin1 inhibitor	TrxR1 substrate	TRHR agonist	D2 antag	USP1 inh
Cc1ccccc1NC(=O)NCCc1c[nH]c2ccccc12	-5&-5	-0.5&0.1	1%&-12%	12%&-7%	3%&0%	-1%&-6%	-2.8&1.6	25	-22%&-15%
CCCC(C)C(=O)Nc1cc(S(=O)(=O)N2CCCCC2)ccc1N1CCOCC1 (stereo not given)	-4	-0.4	-6%	24%	2%	0%	-0.1	-18	-18%
CCCCN(C(=O)c1ccc(C#N)cc1)c1c(N)n(CCC)c(=O)[nH]c1=O	4	-2.5	0%	10%	1%	-3%	-1.0	42*	-17%
COCCN(C(=O)C(C)C)c1nnc(-c2cccc(C)c2)s1	7	-0.3	0%	-11%	3%	-10%	-0.5	1	-1%
CC(=O)c1ccc2oc3ccccc3c(=O)c2c1	-2	-1.1	-6%	13%&3%	0%	10%&3%	-1.2	6	-25%
Cc1[nH]c2ccc(F)cc2c(=O)c1SC(F)(F)C(F)F	-8	-0.9	5%	4%	-2%	-2%	0.2	7	-4%
COc1ccc(NC(=O)c2cccnc2)cc1	-9	3.1	13%	12%	2%	0%	-0.1	10	-7%
Cn1c(SCc2cccc(Br)c2)nnc1-c1ccncc1	-6	0.2	-3%	5%	-7%	-5%	-0.1	7	-14%
O=C(NCc1n[nH]c(=S)n1-c1ccc(Cl)c(Cl)c1)c1ccc(S(=O)(=O)N2CCOCC2)cc1	4	1.2	1%	0%	2%	4%	0.2	0	-21%
O=C(NNC(=O)c1cc2c(s1)CCCC2)c1ccccc1	0	0.4	3%	23%	-2%	4%	0.0	20	-24%
CCOC(=O)C1CCCN(C(=O)COC(=O)c2cc(=O)c3ccccc3o2)C1 (stereo not given)	10	.	-6%	10%	-4%	11%[57.1 µM]	-0.1	.	-4%
Cn1c(=O)c2c(nc(NCCc3ccccc3)n2Cc2ccccc2Br)n(C)c1=O	-6	-0.6	-9%	6%	4%	3%	-0.6	.	-13%
CCOCCCNC(=O)c1ccc(NC(=O)C2=CSCCO2)cc1	6	-0.6	0%	15%	-1%	-4%	-0.3	-18	-15%
O=C(CSc1ccc2nnc(-c3ccccc3)n2n1)NCc1ccc2c(c1)OCO2	-2	-1.3	3%	7%	4%	9%	-0.3	4	-14%
O=C(N/N=C/c1ccc[nH]1)c1ccncc1	0	0.8	1%	-1%	-8%	-12%	0.5	3	0%
N#C/C(C(=O)Oc1ccccc1)=C1\C=CC=CN1	-7	1.1	9%	-1%[57.1 µM]	4%	5%[57.1 µM]	-0.3	2	-15%
CCOC(=O)C1CCN(C(=O)C2CCN(S(=O)(=O)N3CCC4(CC3)OCCO4)CC2)CC1	0	0.1	-9%	15%	1%	2%	0.0	3	-14%
O=C(N/N=C/c1cn(-c2ccccc2)nc1-c1cc2ccccc2o1)c1ccccc1Br	2	0.1	4%	39%	8%	-14%[57.1 µM]	1.3	-5	-18%
Cc1ccc2c(CN3CCN(CCO)CC3)cc(=O)oc2c1C	-7	.	13%	14%	-1%	4%	0.6	.	-5%
O=C(COc1ccc(F)cc1)N(CC1=CCS(=O)(=O)C1)c1ccccc1	-3	-0.8	0%	-6%	-7%	-3%	1.5	5	-3%
O=C(c1ccccc1F)N(NC(=O)C(O)(c1ccccc1)c1ccccc1)c1ccccc1	3	2.7	-3%	6%	13%	0%	-0.2	-5	1%
FC(F)(F)c1cc(-c2cccs2)nc2ncnn12	19	0.1	-6%	-3%[57.1 µM]	-2%	504%[activator][57.1 µM]	-1.4	-6	-16%
Cc1nonc1C1CCCN1Cc1nc(-c2ccccc2Cl)oc1C (stereo not given)	-9	0.6	-4%	-14%	9%	-3%	-0.4	-1	-8%
Cc1cccc(C(=O)NC2CCN(CC(=O)N3CCOCC3)CC2)c1	16	0.5	-6%	0%[57.1 µM]	2%	4%[57.1 µM]	-1.6	-14	-4%
CC(=O)c1ccc(NS(=O)(=O)c2ccc(-c3cnc(C4CC4)o3)cc2)cc1	-1&-2	1.0&-0.7	-8%&3%	-14%	8%&-12%	-8%	0.3&0.0	-9	-9%&-26%
COC(=O)c1c(-c2ccc(C)cc2)csc1N	-9	-2.4	-1%	7%[57.1 µM]	0%	0%[57.1 µM]	-0.3	0	-9%
CC(NC(=O)c1cc(-c2ccncc2)nc2ccc(Br)cc12)C1CCCO1 (stereo not given)	1	0.3	3%	2%	10%	-7%	0.2	-1	-7%
O=C(CCC(=O)N1CCN(S(=O)(=O)c2ccccc2Cl)CC1)c1ccccc1	2	0.5	2%	14%	2%	2%	0.4	1	-18%
COc1ccc([N+](=O)[O-])cc1NC(=O)c1cn(-c2ccc(C)c(C)c2)c(=O)c2ccccc12	3	0.9	2%	-5%	8%	-13%	0.2	-15	-13%
CCc1ccc(Cn2nnc(C(=O)Nc3cccc(C)c3)c2N)cc1	3	1.7	-10%	43%	-1%	11%[57.1 µM]	2.8	22	-1%
Cc1nc(NCc2ccco2)c2c3c(sc2n1)CCC3	-6	0.8	5%	4%[57.1 µM]	-3%	11%[57.1 µM]	-1.0	20	-18%
Cc1ccc(C(=O)C(C)OC(=O)Cc2n[nH]c(=O)c3ccccc23)cc1C (stereo not given)	-1	-0.4	9%	-17%	-4%	-11%	-0.2	4	-21%
CCc1ccc2nc(N(CCN(C)C)C(=O)c3ccc4ccccc4c3)sc2c1	0	1.7	3%	23%	-7%	2%	0.1	3	-24%
CN(C(=O)COC(=O)c1ccc(S(=O)(=O)N2CCOCC2)cc1)c1ccccc1	.	.	-2%	5%[57.1 µM]	-3%	3%[57.1 µM]	.	.	-12%
O=C(COC(=O)C1(c2ccccc2)CC1)N1CCN(c2ccc(F)cc2)CC1	-5	-0.1	13%	0%	1%	-1%	-1.5	35*	-14%
COc1ccc(NC(=O)C(c2ccccc2)N(C)C(=O)c2cnccn2)cc1 (stereo not given)	2	0.7	-3%	-1%	-3%	12%[57.1 µM]	0.1	-3	14%
CCn1ccnc1C(O)c1cccc2ccccc12 (stereo not given)	6	1.6	6%	15%	1%	3%	0.7	-13	-17%
COc1ccccc1OCCC(=O)Nc1nc(C)cs1	10	.	-3%	34%	0%	8%	-0.2	.	-24%
COc1ccccc1CNC(=O)c1cccn1-c1nnc(N2CCCCC2)s1	-10	-0.2	0%	28%[57.1 µM]	3%	10%[57.1 µM]	-0.6	.	?
O=c1oc(-c2ccc(Br)cc2)nc2ccccc12	1	0.1	9%	10%[57.1 µM]	-7%	9%[57.1 µM]	0.1	4	-10%
CCOc1ccc2oc(C(=O)Nc3ccc(N4CCOCC4)cc3)c(C)c2c1	2	.	-2%	10%[57.1 µM]	-1%	8%[57.1 µM]	-0.2	.	-23%
O=C(NC1CCCCCC1)c1ccc([N+](=O)[O-])s1	3	-0.7	1%	5%[57.1 µM]	-3%	3%[57.1 µM]	-0.2	-17	-19%
Cc1cc(NC(=O)c2cc(-c3ccco3)on2)no1	11	0.8	-2%	-3%	3%	-1%	0.0	-6	-15%
CC(=O)N/C(=C\c1ccccc1)C(=O)OCc1ccc(C)cc1	0	-0.7	10%	19%	4%	1%	-0.3	-9	-21%
Cc1nn(C)c(C(=O)N2CCc3ccccc32)c1Cl	2	1.8	9%	-12%	2%	-11%	-0.1	16	-18%
CC1CC(C)CN(c2ncnc3c2cnn3C)C1 (stereo not given)	-3	1.2	23%	22%[57.1 µM]	-4%	5%[57.1 µM]	-0.3	2	-4%
FC(F)(F)c1ccc(CN2C[C@@H]3C(c4ccccc4)C4(c5ccccc5)CC3(C4)[C@H]2c2ccccc2)cc1 (stereo not given in full)	1	-0.2	.	.	.	.	0.3	8	.
CCN(CC)CCNC(=O)c1ccc2c(c1)NC(=O)C(CS(=O)(=O)Cc1ccc(F)cc1Cl)N2 (stereo not given)	-1	0.3	-11%	-9%[57.1 µM]	-15%	4%[57.1 µM]	-0.2	.	?
CC(=O)Nc1ccc(SC[C@H](Cc2ccccc2)N2CC[C@@H](C)CCC2=O)cc1	-1	0.6	3%	22%&33%	0%	-5%&3%	-0.4	6	-26%
COc1cc(CNCCO)cc(Br)c1OCc1cccs1	-6	-0.4	9%	-16%	-12%	-5%	-0.7	-9	-3%
CCOc1ccc(-c2nc(C)sc2CC(=O)O)cc1	10	0.1	6%	17%	4%	6%	0.5	5	-7%
c1ccc(N2CCN(c3ncnc4c3nc3n4CCCC3)CC2)cc1	-4	-1.1	-10%	10%	1%	-2%	-0.1	.	-17%
CCOc1cc(C2NN=C(c3ccccc3)S2)ccc1OCc1ccc(F)cc1 (stereo not given)	-15	0.1	5%	19%	0%	51%[activator]	0.9	-22	-19%
O=C(c1ccc2c3c(cccc13)CC2)C1CCCN(C(=O)c2cccnc2)C1 (stereo not given)	12	-0.8	0%	-5%	?	23%	-0.6	-10	-21%
CC1CCCCN1S(=O)(=O)c1ccc(S(=O)(=O)N2CCN(c3ccc(F)cc3)CC2)cc1 (stereo not given)	4	0.6	1%	20%	-5%	9%	-0.6	1	-14%

In the list so far, these contain a furan ring, fused or not:
SMILES	TRHR enhancer	D2 agonist	IDH1 R132H inh	rTrxR1 inhibitor	Pin1 inhibitor	TrxR1 substrate	TRHR agonist	D2 antag	USP1 inh
O=C(N/N=C/c1cn(-c2ccccc2)nc1-c1cc2ccccc2o1)c1ccccc1Br	2	0.1	4%	39%	8%	-14%[57.1 µM]	1.3	-5	-18%
Cc1nc(NCc2ccco2)c2c3c(sc2n1)CCC3	-6	0.8	5%	4%[57.1 µM]	-3%	11%[57.1 µM]	-1.0	20	-18%
CCOc1ccc2oc(C(=O)Nc3ccc(N4CCOCC4)cc3)c(C)c2c1	2	.	-2%	10%[57.1 µM]	-1%	8%[57.1 µM]	-0.2	.	-23%
Cc1cc(NC(=O)c2cc(-c3ccco3)on2)no1	11	0.8	-2%	-3%	3%	-1%	0.0	-6	-15%
